# High-throughput results deposited in PubChem by National Center for Advancing Translational Sciences (NCATS).
# Pol eta inh: qHTS for Inhibitors of Polymerase Eta | recombinant Pol eta, fluorescent DNA replication assay | Potency, µM (titrated, usually from 114 µM), for the others: at the top dose activity change, negative = inhibition, most hits filed as inhibitors | hit rate 1.2% among 390,000; note: % is set by controls: 0 for no effect and ±100 for the full control effect
#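 Fluorescent replication assay: 50 nM final substrate added after a 15 min room-temperature compound preincubation with 10 nM enzyme. Signal taken at 0 min and again at 10 min.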
# POLK inh: qHTS for Inhibitors of Polymerase Kappa. purified Pol kappa, fluorescent DNA synthesis assay, 10 min. hit rate 0.53% among 400,000. Potency, µM (series often up to 107 µM), inactives show top-dose activity, negative = inhibition, most hits filed as inhibitors. DNA polymerase kappa (Homo sapiens), Q9UBT6; note: % is set by controls: 0 for no effect and ±100 for the full control effect
#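 Pol kappa 10 nM + cpd, 15 min RT; start w/ substrate 50 nM final; fluorescence kinetic read, 0 and 10 min. Neg ctrl: buffer, no enzyme.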
# BLM helicase inh: qHTS Assay for Inhibitors of Bloom's syndrome helicase (BLM). hit rate 0.2% among 350,000. Potency, µM (series often up to 56.1 µM), inactives show at the highest dose activity change, negative = inhibition, actives largely listed as inhibitors. recombinant BLM DNA unwinding, fluorescence dequenching. RecQ-like DNA helicase BLM (Homo sapiens), P54132. AID 2528, 2010;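 note: plate controls were vehicle for no effect and no enzyme for full effect; nearly all actives have a fitted effect of over 35% in size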
# Target sequence (P54132 whole entry, looked up): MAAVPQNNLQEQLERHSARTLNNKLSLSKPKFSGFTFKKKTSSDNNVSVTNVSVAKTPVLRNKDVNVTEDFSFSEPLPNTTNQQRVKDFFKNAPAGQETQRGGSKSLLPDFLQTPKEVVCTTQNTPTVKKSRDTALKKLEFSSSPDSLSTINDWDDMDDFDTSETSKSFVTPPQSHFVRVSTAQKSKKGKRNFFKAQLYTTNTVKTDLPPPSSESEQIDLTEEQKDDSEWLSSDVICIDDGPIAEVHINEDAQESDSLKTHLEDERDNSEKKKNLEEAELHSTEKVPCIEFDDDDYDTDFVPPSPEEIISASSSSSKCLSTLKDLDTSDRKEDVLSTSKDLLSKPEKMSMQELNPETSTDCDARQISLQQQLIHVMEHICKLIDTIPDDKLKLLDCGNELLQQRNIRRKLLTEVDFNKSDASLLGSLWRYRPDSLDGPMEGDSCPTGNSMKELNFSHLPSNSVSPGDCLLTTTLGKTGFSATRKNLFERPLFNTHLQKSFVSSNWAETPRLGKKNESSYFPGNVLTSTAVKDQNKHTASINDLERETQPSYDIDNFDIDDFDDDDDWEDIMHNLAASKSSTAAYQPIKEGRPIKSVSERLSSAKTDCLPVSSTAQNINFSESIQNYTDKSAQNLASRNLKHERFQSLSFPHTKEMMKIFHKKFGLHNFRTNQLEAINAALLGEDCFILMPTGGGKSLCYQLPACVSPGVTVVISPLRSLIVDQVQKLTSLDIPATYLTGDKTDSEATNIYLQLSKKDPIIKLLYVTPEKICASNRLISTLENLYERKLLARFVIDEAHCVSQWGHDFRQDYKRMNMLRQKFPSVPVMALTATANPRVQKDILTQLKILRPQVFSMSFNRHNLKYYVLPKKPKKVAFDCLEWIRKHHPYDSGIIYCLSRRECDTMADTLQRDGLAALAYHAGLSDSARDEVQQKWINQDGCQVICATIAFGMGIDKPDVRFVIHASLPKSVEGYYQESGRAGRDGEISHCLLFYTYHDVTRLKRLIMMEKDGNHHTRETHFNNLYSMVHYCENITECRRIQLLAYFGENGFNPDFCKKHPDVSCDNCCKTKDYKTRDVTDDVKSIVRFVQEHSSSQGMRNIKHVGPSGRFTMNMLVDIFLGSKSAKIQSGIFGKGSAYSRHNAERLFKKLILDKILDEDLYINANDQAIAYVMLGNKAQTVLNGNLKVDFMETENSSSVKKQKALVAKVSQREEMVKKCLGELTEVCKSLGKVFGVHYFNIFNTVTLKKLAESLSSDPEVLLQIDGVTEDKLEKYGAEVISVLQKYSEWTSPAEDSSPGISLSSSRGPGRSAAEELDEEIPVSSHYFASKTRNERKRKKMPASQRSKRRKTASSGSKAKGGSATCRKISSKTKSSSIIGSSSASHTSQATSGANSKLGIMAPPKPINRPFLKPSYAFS
# G9a inh: qHTS Assay for Inhibitors of Histone Lysine Methyltransferase G9a | Histone-lysine N-methyltransferase EHMT2 (Homo sapiens), Q96KQ7 | G9a H3K9 monomethylation, AlphaScreen, 2 h | Potency, µM (titrated, usually from 102 µM), without a hit: at the highest dose activity, negative = inhibition, hits mostly inhibitors | hit rate 8.8% among 350,000 | AID 504332, 2011; note: % is set by controls: 0 for no effect and ±100 for the full control effect; nearly all actives have a fitted effect of over 75% in size
#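 Methyltransferase reactions run at room temperature for 2 h (20 nM enzyme, 500 nM biotin-H3K9 peptide, 20 uM SAM) after a 15 min compound preincubation; product detected by AlphaScreen beads and anti-H3K9me1 antibody.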
# POLB inh: qHTS Assay for Inhibitors of DNA Polymerase Beta. hit rate 1.3% among 340,000. Pol beta primer extension/strand displacement, fluorescence kinetic. AID 485314, 2010. P06746. Potency, µM (doses to about 114 µM), for inactives: top-dose activity change, negative = inhibition, usual class: inhibitors; note: % is set by controls: 0 for no effect and ±100 for the full control effect
#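 Homogeneous kinetic assay of primer extension and strand displacement by 10 nM Pol beta, preincubated 15 min at room temperature with compound before 50 nM substrate (final) was added. Read at 0 and 10 min; four-parameter Hill fit.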
# BAZ2B inh: qHTS Assay for Inhibitors of BAZ2B. hit rate 4.4% among 360,000. AlphaScreen BAZ2B-H3K14Ac peptide displacement. Potency, µM (top dose mostly 114 µM), inactives show top-dose activity change, negative = inhibition, actives largely listed as inhibitors. AID 504333, 2011. Bromodomain adjacent to zinc finger domain protein 2B (Homo sapiens), Q9UIF8; note: % is set by controls: 0 for no effect and ±100 for the full control effect; nearly all actives have a fitted effect of over 60% in size
#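 AlphaScreen displacement: compounds (up to 110uM) incubated 30 min at room temperature with a preformed 50 nM BAZ2B/50 nM biotinylated H3K14Ac peptide complex in PBS pH 7.4 with Tween-20. Donor and acceptor beads at 10 ug/mL final added, 20 min light-protected before reading.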
# JMJD2A Tudor inh: qHTS Assay for Inhibitors of JMJD2A-Tudor Domain | Potency, µM (titrated, usually from 114 µM), without a hit: at the top dose activity change, negative = inhibition, most hits filed as inhibitors | hit rate 4.4% among 390,000 | AlphaScreen JMJD2A-Tudor / H3K4me3 peptide binding | Lysine-specific demethylase 4A (Homo sapiens), O75164; note: % is set by controls: 0 for no effect and ±100 for the full control effect; nearly all actives have a fitted effect of over 50% in size
# APEX1 inh: qHTS Assay for Inhibitors of the Human Apurinic/apyrimidinic Endonuclease 1 (APE1). DNA repair nuclease/redox regulator APEX1 (Homo sapiens), P27695. recombinant APE1, TAMRA/BHQ-2 abasic DNA cleavage fluorescence. Potency, µM (titrated, usually from 65.8 µM), without a hit: at the top dose activity change, negative = inhibition, usual class: inhibitors. hit rate 0.35% among 350,000;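 note: plate controls were vehicle for no effect and reference inhibitor for full effect; nearly all actives have a fitted effect of over 55% in size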
#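 Step 1: APE1 (0.75 nM) with compound, 15 min RT. Step 2: add 50 nM fluorophore/quencher THF duplex. Step 3: three fluorescence reads 60 s apart (525/598 nm); read 3 minus read 1 = reaction progress.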
# POLI inh: qHTS for Inhibitors of Polymerase Iota; DNA polymerase iota (Homo sapiens), Q9UNA4; Pol iota fluorescent replication assay, 10 min; Potency, µM (highest dose often 115 µM), inactives show at the highest dose activity, negative = inhibition, most hits filed as inhibitors; hit rate 1% among 390,000
#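 Fluorescent replication assay read twice, at 0 min and 10 min after adding 50 nM (final) substrate. Enzyme (10 nM) and compounds were first incubated 15 min at room temperature; enzyme-free buffer wells were negative controls.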
# Starred values were filed as active, the others as inactive; ? = inconclusive; / = not tested or not shown; & = joins results of further samples; [ ] = dose if it differs, or a comment. Calls come from the whole dose curve; as a rule, active = well fitted curve in the direction sought with a large enough effect; inconclusive = small, poorly fitted or top-dose-only effect, or another doubt; inactive = no such curve, though single readings can be large; an effect the other way counts as inactive or inconclusive. Potency is the fitted concentration of half-maximal effect. These rows are one share of the data (hit frequency here may not be typical).
# Second line of a record – Pol eta inh	POLK inh	BLM helicase inh	G9a inh	POLB inh	BAZ2B inh	JMJD2A Tudor inh	APEX1 inh	POLI inh
- O=C(CSc1ccccc1)N1CCC(N2CCC(C(=O)N3CCCC3)CC2)CC1
→ -16%	2%	-3%	/	55%	9%	-12%	4%	15%
- Cc1ccc(C)c(S(=O)(=O)N2CCN(CC(=O)NC(C)c3ccccc3)CC2)c1 (stereo not given)
→ -12%	-5%	/	-10%[12.7 µM]	/	-1%	-23%	48%[activator]	7%
- CC(NC(=O)CCCN1C(=O)c2ccccc2C1=O)c1ccc2c(c1)CCCC2 (stereo not given)
→ 0%	-1%	7%	9%[12.7 µM]	14%	-34%	-8%	3%	11%
- Cc1cccc(NC(=O)CSCC(=O)N(C)CC(=O)Nc2cccc(F)c2)c1
→ -6%	-21%	/	-13%[0.501 µM]	/	-6%	-18%	-18%	96%[activator]
- S=C(Nc1ccc(Cl)cc1)N1CCN(C2CCCCC2)CC1
→ -1%	0%	0%	18%[2.33 µM]	80%	3%	-23%	-3%	3%
- COc1ccccc1C(=O)Nc1ccnn1C1CCN(C/C=C/c2ccccc2)CC1
→ -19%	-16%	-2%	0%	11%	-19%	-15%	14%	31%[activator]
- CCN1C(=O)c2ccccc2S(=O)(=O)c2ccc(C(=O)N3CCOCC3)cc21
→ -8%	-3%	5%	10%	9%	-2%	-16%	0%	0%
- Cc1ccc(S(=O)(=O)N2CCOCC2)cc1NC(=O)CSc1nnc(N)s1
→ -16%	-4%	-1%	-42%	16%	-2%	-33%	3%	180%[activator]
- O=C(NCC12CC3CC(CC(C3)C1)C2)c1nn2c(c1Cl)NC(c1ccco1)CC2C(F)(F)F (stereo not given)
→ 2%	-12%	-9%	?	2%	19%	-13%	5%	?
- COc1ccc(N2CCN(C(=O)c3ccc(Br)o3)CC2)cc1
→ -15%	-10%	-3%	?	1%	?	-26%	-5%	-11%
- Cn1c(C(=O)O)c(C=O)c2ccccc21
→ -3%	0%	-2%	?	18%	/	-21%	2%	2%
- NNc1nccc(Nc2ccccc2C(=O)O)n1
→ 13µM*	?	2%	?	?	25µM*	?	4%	?
- Cc1ccc(C(=O)/C=C/c2c[nH]c3ccccc23)cc1
→ -14%	-12%	-15%	3%[12.7 µM]	-2%	?	-16%	2%	20%
- COc1cccc(CNC(=O)CNS(=O)(=O)c2ccc3nc(C)sc3c2)c1
→ /	-2%	2%	-6%[59 µM]	66%	8%	-11%	/	15%
- Cn1c(SCC(=O)N2CCCC2)nnc1-c1cccs1
→ -2%	-1%	1%	-4%[59 µM]	13%	6%	-11%	5%[12.4 µM]	-26%
- Cc1cc(C(=O)O)c2ccccc2n1
→ 0%	1%	-4%	?	16%	?	-12%	16%	?
- CN(c1cccc(NC(=O)CN(c2cccc(Cl)c2)S(=O)(=O)c2ccc(Cl)cc2)c1)S(C)(=O)=O
→ -15%	-16%	-14%	14%	4%	-4%	-15%	-7%	0%
- Cc1ccc(S(=O)(=O)NCc2ccc(C(=O)N3CCc4ccccc4C3)cc2)cc1
→ -10%	-24%	-8%	-36%[59 µM]	3%	-19%	-28%	3%	10%
- Cn1cccc1CC(=O)N/N=C/c1ccc(C(C)(C)C)cc1
→ -25%	0%	-9%	/	6%	?	?	-2%	-18%
- CCCOc1ccc(CNC(=O)C(NS(=O)(=O)c2cccs2)C(C)C)cc1 (stereo not given)
→ -1%	-6%[60.1 µM]	-4%	0%[12.7 µM]	2%	-32%	-2%	/	-3%
- Cc1ccccc1OCC(=O)Nc1cc(S(=O)(=O)N2CCCCC2)ccc1N1CCN(C)CC1
→ -8%	-14%	-3%	-38%	3%	-32%	?	-6%	65%[activator]
- CCN1CCN(Cc2ccc(NC(=O)c3cc(NC(=O)c4cncc(-c5cccs5)c4)cc(OC)c3)cc2C(F)(F)F)CC1
→ -6%&-19%	-2%	40%[activator]	50µM*	27%	35µM*	45µM*	16%	?
- c1cc(CNCCNCc2ccncc2)ccn1
→ -1%	-8%	/	/	/	/	-3%	/	90%[activator]
- COc1cc(C)ccc1OCCOCCOc1cc(C)c(C)cc1Br
→ -12%	-4%	-5%	49%[59 µM]	-3%	62%[activator]	28%	4%	100µM*
- CCCN(C(=O)C1CSC2(C)CCC(=O)N12)c1c(N)n(Cc2ccccc2)c(=O)[nH]c1=O (stereo not given)
→ -3%	-4%	/	?	/	-21%	-7%	21%	23%
- COc1ccc(NC(=O)NNC(=O)C(C)Oc2ccc3ccccc3c2)cc1OC (stereo not given)
→ ?	-4%	-4%	-11%	32%	-25%	-29%	3%	26%
- Cc1nn(-c2ccccc2)c2c1C(c1ccc(Br)s1)C(C#N)=C(N)O2 (stereo not given)
→ 5%	-22%	-2%	16µM*	-4%	11µM*	13µM*	0%	?
- O=C(N/N=C/c1ccc([N+](=O)[O-])cc1)c1cc(C2CC2)nc2ccccc12
→ -18%	5%	-4%	17%	3%	1%	5%	5%	-22%
- Cc1nc(Sc2ccc(Br)cc2)c(C#N)c(C)c1[N+](=O)[O-]
→ 1%	-15%	-5%	?	0%	-39%	?	-1%	148%[activator]
- CCOC(=O)N1CCN(C(=O)c2ccc3c(c2)N(Cc2ccccc2)CCS3)CC1
→ -18%	8%	-4%	?	0%	?	-32%	-6%	30%
- COc1cccc(CNCc2ccccn2)c1OC
→ -10%	1%	-5%	6%	-16%	?	56µM*	0%	4%
- CC(C(=O)NCCC1=CCCCC1)N1C(=O)c2ccccc2C1=O (stereo not given)
→ -5%	-5%	-1%	-7%[0.0925 µM]	25%	15%	-16%	-9%	46%[activator]
- CCOC(=O)C1(Cc2cccc(F)c2)CCN(CCCn2cccn2)CC1
→ -12%	-15%	-1%	-4%	?	1%	-22%	1%	37%[activator]
- CC(C)CCNC(=O)CN(Cc1ccc(F)cc1)C(=O)CCC(=O)Nc1ccccn1
→ -20%	-2%	-2%	-9%	5%	-14%	-16%	69%[activator]	69%[activator]
- CC(c1ccccc1)n1cc(C(=O)NCCCn2ccnc2)nn1 (stereo not given)
→ -12%	10%	4%	-2%[59 µM]	2%	5%	-17%	26%	-1%
- CCOc1ccccc1N(C)C(=O)CCS(=O)(=O)c1ccc2c(c1)NC(=O)C(C)S2 (stereo not given)
→ -10%	0%	2%	7%	-2%	-23%	?	15%	13%
- CN(C)S(=O)(=O)c1ccc(C(=O)N2CC(=O)Nc3ccc(Br)cc3C2c2ccc(F)cc2)cc1 (stereo not given)
→ -14%	-4%	-6%	12%[59 µM]	0%	1%	-8%	/	-5%
- COc1ccccc1N1CCN(S(=O)(=O)CCNC(=O)Cc2ccc(F)cc2)CC1
→ -9%	-4%	/	?	/	8%	-5%	7%	8%
- Cc1cc(C)c(NC(=O)CSc2nc(=O)n(Cc3cccnc3)c3c2CCC3)c(C)c1
→ -5%	-15%[60.1 µM]	2%	12%[59 µM]	11%	0%	-15%	/	14%
- CN(C)CC(=O)N1c2ccccc2Sc2ccc(Cl)cc21
→ 3%	4%	4%	5%	0%	-23%	-28%	5%	-4%
- CC(C)C(C(=O)NCc1ccco1)N(C(=O)CNS(=O)(=O)c1ccc(Cl)cc1)C1CCCC1 (stereo not given)
→ -5%	-11%	-11%	-17%[59 µM]	12%	-10%	-35%	16%	4%
- COc1cc(C)c(CN2CCC(n3nccc3NC(=O)C3CCOC3)CC2)cc1C (stereo not given)
→ -17%	13%	1%	4%	-19%	3%	-12%	53%[activator]	-34%
- O=C(NCc1cccnc1)c1cccc(Cl)c1
→ -16%	-8%	-2%	4%[12.7 µM]	-1%	-8%	4%	-1%	-9%
- CCOc1cc(C(=O)Nc2ccc(S(=O)(=O)Nc3cnc4ccccc4n3)cc2)cc(OCC)c1OCC
→ -16%	-20%	/	/	/	/	-14%	/	21%
- O=C1c2ccccc2C(=O)N1CCC#Cc1ccc2cc(CCCO)oc(=O)c2c1
→ -9%	-14%	/	/	/	/	-14%	0%	-9%
- Cc1ccccc1NC(=O)CN(C)S(=O)(=O)c1cccc2cccnc12
→ -24%	1%	2%	-9%	0%	-3%	-12%	-1%	33%[activator]
- O=C(Cn1cncn1)NCc1ccccc1Br
→ -10%	-6%	2%	75%[activator][59 µM]	21%	-2%	-1%	0%	3%
- COc1cccc(N2CCN(C(=O)c3cc(-c4ccc(F)cc4)[nH]c3C)CC2)c1
→ -8%	0%	-12%	?	-3%	-36%	?	-32%	41%[activator]
- O=C1NN(c2ccccc2)C(=O)/C1=C/c1ccc(-c2ccc(Cl)c(C(=O)O)c2)o1
→ 7.1µM*	?	-11%	18µM*	13µM*	50µM*	56µM*	13µM*	?
- CCOC(=O)N1CCc2c(sc3c2c(=O)n(Cc2ccccc2)c(=O)n3Cc2cc(C)ccc2C)C1
→ -15%	-1%	-8%	-34%[59 µM]	25%	-29%	-17%	/	42%[activator]
- Cc1cccc(-n2c(=O)c3ccccc3n(Cc3ccccc3)c2=O)c1
→ -17%	-9%	-7%	-4%[59 µM]	2%	1%	-15%	/	16%

# 3 of the compounds above, with tabs:
canonical_smiles	Pol eta inh	POLK inh	BLM helicase inh	G9a inh	POLB inh	BAZ2B inh	JMJD2A Tudor inh	APEX1 inh	POLI inh
O=C1c2ccccc2C(=O)N1CCC#Cc1ccc2cc(CCCO)oc(=O)c2c1	-9%	-14%	/	/	/	/	-14%	0%	-9%
COc1cccc(N2CCN(C(=O)c3cc(-c4ccc(F)cc4)[nH]c3C)CC2)c1	-8%	0%	-12%	?	-3%	-36%	?	-32%	41%[activator]
CCOC(=O)N1CCc2c(sc3c2c(=O)n(Cc2ccccc2)c(=O)n3Cc2cc(C)ccc2C)C1	-15%	-1%	-8%	-34%[59 µM]	25%	-29%	-17%	/	42%[activator]
